Screening data (PubChem BioAssay)
NCOA2 inhibitor: human SRC2 (NCOA2) inhibition; Q15596; HEK293 GAL4-SRC2 luciferase reporter, luminescence; inhibition, % at 9 µM; 370,000 tested, 0.17% active; AID 651957;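 active means inhibition above the mean inhibition of all tested compounds plus 3 SD, set per campaign, cut at about 52% in these data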;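 further: 0% = DMSO treated cells and 100% = cells given Gossypol at 36 µM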
NCOA3 inh: inhibitors of human steroid receptor coactivator 3 (SRC3); inhibition, % at 3.6 µM; HEK293 GAL4-SRC3 luciferase reporter, luminescence; Q9Y6Q9; AID 588352; 360,000 tested, 0.17% active;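 active means inhibition above a per-campaign cutoff, the mean of all compounds plus 3 SD, cut at about 60% in these data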;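 further: 0% = DMSO-treated cells and 100% = gossypol-treated cells at 36 µM; higher means less SRC3-driven luciferase light from the GAL4 reporter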
C8 TRAIL sens: sensitizes caspase-8 expressing cells to TRAIL | NB7+C8 cells + TRAIL, ATPlite viability luminescence | inhibition (viability loss, TRAIL sensitization), % at 10 µM | 360,000 tested, 1% active;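 active means compounds causing at least 50% loss of cell viability in the single-dose screen, relative to plate controls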
TLR9-MyD88 block: TLR9-MyD88 interaction inhibition | inhibition, % at 4.98 µM | CHO BLA complementation TLR9-MyD88, CCF4 FRET ratio | 340,000 tested, 0.21% active | Q9NR96+Q99836;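 active means inhibition above the mean over all tested compounds plus 3 SD, cut at about 21% in these data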;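 further: 0% = DMSO only wells and 100% = clavulanate BLA inhibitor control wells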
Target sequence (Q99836 whole entry, looked up): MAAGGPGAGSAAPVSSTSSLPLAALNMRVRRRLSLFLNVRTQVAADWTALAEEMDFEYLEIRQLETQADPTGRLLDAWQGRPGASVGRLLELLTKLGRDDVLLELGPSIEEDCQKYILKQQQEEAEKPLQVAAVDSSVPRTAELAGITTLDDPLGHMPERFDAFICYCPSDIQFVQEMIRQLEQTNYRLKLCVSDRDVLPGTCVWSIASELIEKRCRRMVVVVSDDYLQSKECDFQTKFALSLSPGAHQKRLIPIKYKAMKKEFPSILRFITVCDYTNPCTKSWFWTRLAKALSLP
Target sequence (Q9NR96 whole entry, looked up): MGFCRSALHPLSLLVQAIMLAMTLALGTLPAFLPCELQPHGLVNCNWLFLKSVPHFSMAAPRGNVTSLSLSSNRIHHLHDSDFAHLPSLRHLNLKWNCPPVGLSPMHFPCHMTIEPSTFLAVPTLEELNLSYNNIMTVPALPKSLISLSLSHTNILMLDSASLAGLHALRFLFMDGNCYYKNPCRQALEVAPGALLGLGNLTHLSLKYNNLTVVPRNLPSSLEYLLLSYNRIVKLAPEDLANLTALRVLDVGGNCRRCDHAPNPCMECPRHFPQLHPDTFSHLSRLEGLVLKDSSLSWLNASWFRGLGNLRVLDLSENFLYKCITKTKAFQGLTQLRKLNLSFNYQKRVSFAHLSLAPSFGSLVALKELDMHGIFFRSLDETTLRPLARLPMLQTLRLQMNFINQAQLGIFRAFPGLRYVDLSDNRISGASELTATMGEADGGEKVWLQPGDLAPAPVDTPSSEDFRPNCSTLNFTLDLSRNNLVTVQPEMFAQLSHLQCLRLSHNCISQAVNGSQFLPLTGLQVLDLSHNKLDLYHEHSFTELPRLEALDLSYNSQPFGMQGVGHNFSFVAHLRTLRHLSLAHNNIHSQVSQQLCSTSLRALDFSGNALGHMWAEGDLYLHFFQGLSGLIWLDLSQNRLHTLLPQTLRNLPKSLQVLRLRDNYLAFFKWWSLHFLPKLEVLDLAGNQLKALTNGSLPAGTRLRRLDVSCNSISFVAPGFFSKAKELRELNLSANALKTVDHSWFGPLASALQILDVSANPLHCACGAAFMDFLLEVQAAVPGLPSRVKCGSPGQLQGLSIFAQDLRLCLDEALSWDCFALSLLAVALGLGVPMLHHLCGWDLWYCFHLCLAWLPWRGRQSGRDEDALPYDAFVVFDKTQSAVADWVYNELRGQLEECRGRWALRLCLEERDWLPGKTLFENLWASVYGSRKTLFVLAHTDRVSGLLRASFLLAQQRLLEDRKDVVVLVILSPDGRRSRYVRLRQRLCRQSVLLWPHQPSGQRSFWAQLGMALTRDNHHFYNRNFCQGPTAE
LRH-1 inv ag: inverse agonists of human LRH-1 (NR5A2) | O00482 | HEK293T StAR-luciferase reporter, LRH-1 transfected, 24 h | inhibition, % at 3.6 µM | 360,000 tested, 0.13% active | AID 602396;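 active means inhibition above the mean inhibition of all tested compounds plus 3 SD, cut at about 73% in these data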;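 further: 0% = DMSO wells and 100% = reporter-only cells lacking LRH-1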
Vif imaging: inhibitors of HIV Vif; 340,000 tested, 0.35% active; HEK293T cells, Vif self-association by quenched fluorescence, imaging, 24 h; AID 602346; inhibition, % at 7.49 µM; in the data active means inhibition above about 50%, passing the limit was not always enough; inconclusive means no clear call, values can overlap the other calls; inactive means below about 31%; further: some results filed as inactive read as strong as hits
NOD2-RIPK2 inh: blocks binding of human NOD2 to RIPK2; O43353; CHO BLA complementation NOD2-RIPK2, CCF4 ratio; inhibition, % at 4.98 µM; 360,000 tested, 0.38% active; in the data active means inhibition above about 21%;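 further: 0% = vehicle only and 100% = reference blocker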
TROY NFkB inh: TROY signaling inhibition | Q293 LMP1-TROYcd NF-kB luciferase reporter, 4 h | inhibition, % at 10 µM | 360,000 tested, 0.98% active | AID 1347056;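 active means compounds whose plate-normalised and pattern-corrected inhibition of the luciferase reporter signal at the single screening dose is 50% or more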
SRC1 inh: inhibitors of human steroid receptor coactivator 1 (SRC1); Q15788; HEK293 GAL4-SRC1 luciferase reporter, luminescence; inhibition, % at 3.6 µM; 360,000 tested, 0.12% active; AID 588354;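 active means inhibition above the campaign mean plus 3 SD, with each screening campaign given its own cutoff, cut at about 60% in these data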;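 further: 0% = DMSO treated cells and 100% = gossypol at 36 µM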
LMP1 NFkB inh: Epstein-Barr LMP1 NF-kappaB reporter inhibition. LMP1-induced NF-kappaB luciferase reporter cells, luminescence. inhibition, % at 12.5 µM. 350,000 tested, 0.69% active. AID 504558; in the data active means inhibition above about 41%; inconclusive means no clear call, values can overlap the other calls;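 further: 0% = neutral control wells and 100% = reference inhibitor control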
NR2F2 inh: inhibitors of human COUP-TFII (NR2F2) | HEK293T NGFI-A luciferase reporter, luminescence | inhibition, % at 8.6 µM | 370,000 tested, 0.7% active | AID 686940;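 active means inhibition above a per-plate cutoff, mean inhibition of test wells between control levels plus 3 SD, cut at about 38% in these data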;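 further: cells cotransfected with COUP-TFII expression vector driving the NGFI-A reporter; 0% = median of COUP-TF2 test wells and 100% = reporter-only cells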
The depositor's hits bear a star; i = inactive; ? = inconclusive; nt = not tested or not shown. A portion of the library; rates above refer to the full screens.

SMILES	NCOA2 inhibitor	NCOA3 inh	C8 TRAIL sens	TLR9-MyD88 block	LRH-1 inv ag	Vif imaging	NOD2-RIPK2 inh	TROY NFkB inh	SRC1 inh	LMP1 NFkB inh	NR2F2 inh
COc1ccc(-c2nc(C)sc2CC(=O)O)cc1	-17	15	3	-7	6	8	-6	-7	3	3	-12
Cc1cccc(NC(=O)CCc2ccccc2)c1	-10	-15	-3	-3	-26	-5	0	-31	-34	-9	-10
O=c1c(O)c(-c2cc(O)c(O)c(O)c2)oc2cc(O)cc(O)c12	15	-9	-6	-8	-2	13	-4	-16	-11	3	-11
COc1ccc(N2CCN(S(=O)(=O)c3c(C)n(C)c(=O)n(C)c3=O)CC2)cc1	-9	4	-17	-6	2	5	-7	20	8	-1	3
O=C(O)c1cc([N+](=O)[O-])ccc1C(=O)Nc1cccc([N+](=O)[O-])c1	-31	-7	-14	-1	1	-8	-15	-16	-9	-9	12
CCOC(=O)c1cc(-c2ccccc2)n(CC(=O)O)c1C	5	-5	14	-3	-9	nt	-14	-26	2	-2	-3
COC(=O)c1cn(C(=O)c2ccc(Br)o2)c2ccccc12	-20	3	1	-4	7	-17	1	-6	2	9	8
CCCCNCC(=O)Nc1ccc(NC(=O)CNCCCC)cc1	6	-21	-2	-1	-11	-1	3	5	-9	-11	12
CC1Cc2ccccc2N1C(=O)CSc1ncc(-c2ccc(F)cc2)n1C (centres undefined)	-51	-103	18	1	-92	0	2	-59	-90	-29	-29
Cc1cnc(C(=O)Nc2ccccc2-c2ccc(C)o2)cn1	9	-7	3	-8	14	nt	-2	-8	0	8	17
CC(C)c1nnc(NC(=O)CCCC(=O)O)s1	4	10	-8	1	12	23	-13	nt	4	4	15
O=C(O)c1ccc(-c2ccc(/C=N/Nc3ccc([N+](=O)[O-])cc3)o2)cc1	-31	-8	9	20	-4	i	19	-30	-19	-8	-16
CCn1nnc(C(=O)O)c1C(=O)O	3	8	11	-2	14	2	-5	6	-20	-7	5
CC(NC(=O)C1CCCN1S(=O)(=O)c1cccc2cccnc12)c1ccccc1 (centres undefined)	-14	-3	-3	0	-4	-15	-8	-12	10	4	5
O=C(/C=C/c1ccccc1)Nc1ccc(Cl)cn1	-55	-81	14	0	-97	9	-7	-48	-104	-14	-32
CCn1ccnc1C(O)c1cccc2ccccc12 (centres undefined)	10	9	-1	-6	5	17	-5	-30	3	2	29
Nc1ccccc1C#CC(=O)c1ccccc1	-5	14	64*	-9	1	42	1	50	-3	-27	-20
COc1cc(/C=C/C(=O)O)ccc1OCc1cnc(Cl)s1	-18	13	6	nt	-1	0	-6	-11	-11	-11	-8
O=C(CNC(=O)c1ccco1)NCC(=O)OCc1ccccc1Cl	-18	10	-3	-1	8	15	8	-4	-15	-1	4
Cc1ccc(-c2cc(C(=O)N/N=C/c3c(C)nn(C)c3C)c3ccccc3n2)c(C)c1	23	23	1	-12	9	0	-6	9	9	3	24
Nc1ncnc(Nc2ccccc2C(F)(F)F)n1	-12	7	-17	3	-12	-7	6	1	2	-5	5
CC(C)C1Cc2c(C#N)c(N)sc(=S)c2CO1 (centres undefined)	1	-11	-12	0	-14	1	-8	4	-3	-1	3
O=C(CN1C(=O)C2C3c4ccccc4C(c4ccccc43)C2C1=O)N1CCOCC1 (centres undefined)	-30	-8	-10	-2	-5	6	-2	16	8	-10	-2
Nc1cc2nc[nH]c2cc1N	-55	-85	4	-7	-94	4	-3	-2	-69	1	-17
COc1ccc(C2C(C#N)=C(N)Oc3cc(C)n(Cc4ccco4)c(=O)c32)cc1 (centres undefined)	-17	15	-9	-10	6	1	4	0	5	-1	8
CC(C)N1CCc2c(sc(NC(=O)Cc3ccccc3)c2C(N)=O)C1	-4	-9	8	8	-22	0	2	-3	2	4	14
C/C=C(\C)CN1CCC(Oc2cc(C(=O)NC3CC3)ccc2OC)CC1	27	-42	-15	-5	-14	3	-4	15	8	-10	4
O=C(/C=C/c1ccc(Cl)cc1)c1ccc([N+](=O)[O-])o1	-6	3	60*	-8	-5	-8	5	31	-4	2	17
COc1ccc(C(=O)CCC(=O)Nc2cccnc2)cc1OC	-5	-13	0	-1	7	6	-1	-22	-16	1	6
CN(C)[C@@H](CO)c1nnc([C@H](Cc2ccc(O)cc2)NC(=O)C2CCNCC2)o1	-10	-6	11	-4	-11	-1	9	-12	-9	7	11

Given field by field: entries from further up
SMILES: CC(C)N1CCc2c(sc(NC(=O)Cc3ccccc3)c2C(N)=O)C1
  NCOA2 inhibitor: -4; NCOA3 inh: -9; C8 TRAIL sens: 8; TLR9-MyD88 block: 8; LRH-1 inv ag: -22; Vif imaging: 0; NOD2-RIPK2 inh: 2; TROY NFkB inh: -3; SRC1 inh: 2; LMP1 NFkB inh: 4; NR2F2 inh: 14
SMILES: O=C(CN1C(=O)C2C3c4ccccc4C(c4ccccc43)C2C1=O)N1CCOCC1 (centres undefined)
  NCOA2 inhibitor: -30; NCOA3 inh: -8; C8 TRAIL sens: -10; TLR9-MyD88 block: -2; LRH-1 inv ag: -5; Vif imaging: 6; NOD2-RIPK2 inh: -2; TROY NFkB inh: 16; SRC1 inh: 8; LMP1 NFkB inh: -10; NR2F2 inh: -2

Remaining list, next part.
SMILES	NCOA2 inhibitor	NCOA3 inh	C8 TRAIL sens	TLR9-MyD88 block	LRH-1 inv ag	Vif imaging	NOD2-RIPK2 inh	TROY NFkB inh	SRC1 inh	LMP1 NFkB inh	NR2F2 inh
COCCNc1cc(C)c(C#N)c2nc3ccccc3n12	-12	5	1	4	15	14	-2	11	-6	7	-7
O=C(C1CC(=O)N(C2CCCC2)C1)N1CCC(Cc2ccccc2)CC1 (centres undefined)	15	13	11	5	12	-19	-10	0	17	7	19
CSc1nc(N)c(C(=O)N(c2ccccc2)c2ccccc2)s1	9	1	-1	-1	0	-9	3	11	-4	-2	-7
O=C(Nc1nccs1)c1ccc2c(=O)n3c(nc2c1)CCCCC3	-68	-64	31	4	-95	-4	-3	-24	-91	-15	-15
NC(=O)c1ccsc1NC(=O)COC(=O)c1nc(Cl)ccc1Cl	6	1	0	-6	2	-4	-7	7	-19	4	-15
COc1ccc(S(=O)(=O)N2CCC(C(=O)NCCc3c[nH]c4ccccc34)CC2)cc1	14	-4	7	-4	11	nt	-4	-15	0	4	15
C[C@]12CCC(=O)C=C1CCC1C2CC[C@@]2(C)C1CCC21OCCO1 (some centres undefined)	12	1	-3	-1	9	-4	0	9	4	4	6
c1cc2c(cn1)cnc1cscc12	32	31	-5	-4	15	-4	-9	28	26	7	9
O=C1CC(N(Cc2ccc3c(c2)OCO3)C(=O)Nc2ccc(F)cc2)C(=O)N1c1ccccc1 (centres undefined)	-3	17	0	2	-19	-3	6	1	-24	-5	-7
CCCCC(=O)N1CCN(c2nc3ccc(F)cc3s2)CC1	-19	-40	11	-7	-119	-17	-7	-8	-74	3	-4
CCN(Cc1nc2ccccc2c(=O)[nH]1)C(=O)c1cccc(OCc2c(C)noc2C)c1	14	2	-1	-2	16	-18	-5	-9	3	7	-3
C=CCn1c(C)nc2c(sc3nc4c(cc32)COC(C)(C)C4)c1=O	-44	-35	7	2	-120	9	-1	-36	-138	-16	-62
Cc1cc(C)c2c(N)c(C(=O)NC3CCCC3)sc2n1	-8	-21	11	-3	-9	11	-13	5	-33	-13	-17
O=C1N=C(N2CCOCC2)S/C1=C\C=C/c1ccccc1	-37	-68	11	-6	-83	0	-5	-5	-70	-33	-16
Cn1nc(C(F)(F)F)c(-c2cccc(C(F)(F)F)c2)c1NC(=O)CSCC(=O)O	-11	15	-3	5	-7	1	-5	6	16	-5	-3
CN(CC(=O)NC(=O)NCc1ccccc1)Cc1ccc(Cl)c(Cl)c1	-10	15	-24	-13	-3	-10	-10	1	9	-2	7
CCOc1ccc(CCNC(=O)CCC(=O)N2CCOc3ccc(C)cc32)cc1OCC	10	5	9	-1	0	27	0	3	-2	-4	9
CCOC(=O)Cn1ccc(NC(=O)COc2ccc(F)cc2)n1	-8	6	11	7	9	17	2	-6	4	5	0
CC(C)C(NS(=O)(=O)c1cccc(C(F)(F)F)c1)C(=O)N1CCc2ccccc2C1 (centres undefined)	-1	21	-2	0	15	5	9	1	-10	-1	14
CS(=O)(=O)/C(C#N)=C/c1c(-c2ccccc2)nc2n1CCS2	-7	17	-4	nt	-19	-4	-10	8	-2	-2	6
Cc1ccc2c(C(=O)CN3CCCC3)c(C)[nH]c2c1	5	9	-2	6	18	9	-5	3	-42	3	7
Cn1c(CNC(=O)CNC(=O)c2cccc(F)c2)cc(=O)n(C)c1=O	-13	23	-1	-2	6	2	-6	-10	-3	-45	6
CC1CCCCC12NC(=O)N(CC(=O)NCc1ccco1)C2=O (centres undefined)	-26	8	-10	-10	4	-3	-16	-18	-1	-1	-9
CCC(Oc1ccccc1)C(=O)NCCOC (centres undefined)	9	16	-6	-4	-17	-1	-8	15	4	6	4
CN1CCN(C(=O)c2ccc3c(c2)N(C)C(=O)/C(=C/c2cccc(Cl)c2)S3)CC1	22	-13	20	5	16	1	10	10	0	5	3
CC1(C)Cc2cccc(OCC(=O)NCc3ccccc3)c2O1	-3	-7	1	-2	-7	20	0	-8	-29	-6	14
CCCc1nc(SCC(=O)NNC(=O)C2CCCCC2)c2ccccc2n1	0	19	25	-9	35	5	-7	-20	7	3	7
COc1ccccc1CNC(=O)COC(=O)c1cc([N+](=O)[O-])ccc1N1CCOCC1	-10	-11	1	10	-11	nt	-3	-4	-24	-5	-4
O=C(O)C1=C[C@@H](C2CCCCC2)C[C@@H](OCCCCO)O1	-15	-3	-21	-12	-28	-5	10	-13	-3	-1	4
O=C(Nc1ccccc1Oc1ccccc1)C1CC1	-5	-18	-15	-17	-11	-24	-5	nt	-16	-8	17
CCCCOc1ccccc1C1NC(=O)NC(C)=C1C(=O)OCc1ccco1 (centres undefined)	9	24	7	-4	-8	1	-4	14	0	6	16
COc1ccc(-n2c(C)c(C)c3c(NCCO)ncnc32)cc1	nt	-52	-2	3	-52	nt	3	-19	-31	-10	nt
Cc1ccnc(Nc2nc(-c3ccc(O)cc3O)cs2)c1	-13	-28	-2	-5	-45	-8	-2	17	-43	-14	-21
N#CC1(NC(=O)COC(=O)c2cc([N+](=O)[O-])ccc2N2CCCC2)CCCCC1	-2	0	-1	4	7	-4	-1	-7	-3	0	8
COc1cc(-c2nc3ccccc3c(=O)n2N)cc(OC)c1OC	4	17	-6	-2	15	25	5	14	9	4	10
CCCONC(=O)Nc1ccccc1[N+](=O)[O-]	-33	6	-13	0	0	-1	9	-9	-2	1	-6
O=C(CSc1cccc[n+]1[O-])Nc1c(Br)cc([N+](=O)[O-])cc1Br	30	12	-12	7	-1	2	3	-4	-6	6	-16
Cc1ccc(-c2nnc(N3CCN(C(=O)COc4cccc(C)c4)CC3)c3ccccc23)cc1	10	11	20	-1	-2	-7	12	35	11	16	9
CSc1ncccc1C(=O)Nc1ccc(S(=O)(=O)NC2=NCCCCC2)cc1	-22	-27	-3	5	-14	5	2	8	1	6	2
N#CCCN1CCN(S(=O)(=O)c2ccc(S(=O)(=O)NCc3ccccc3)cc2)CC1	3	6	-6	-1	14	1	2	2	-10	-6	1
COc1cccc(C(=O)NNC(=O)c2ccc(NS(=O)(=O)c3cccs3)cc2)c1OC	3	24	-8	-4	-14	?	-4	-2	-11	-5	-6
